# Screening results as filed in PubChem BioAssay.
# OXTR ag = human OXTR agonism | CHO-OTR cells, Fluo-8 calcium fluorescence; normalized: DMSO 0%, oxytocin 100% | activation, % at 3 µM | actives 0.32% (n = 320,000) | AID 2435;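 active = activation above the mean of all tested compounds plus 3 SD, cutoff set per screening run, cut at about 20% in these data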;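 also: peak over basal fluorescence ratio from a 100 s FLIPR kinetic read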
# Target sequence (P30559 whole entry, looked up): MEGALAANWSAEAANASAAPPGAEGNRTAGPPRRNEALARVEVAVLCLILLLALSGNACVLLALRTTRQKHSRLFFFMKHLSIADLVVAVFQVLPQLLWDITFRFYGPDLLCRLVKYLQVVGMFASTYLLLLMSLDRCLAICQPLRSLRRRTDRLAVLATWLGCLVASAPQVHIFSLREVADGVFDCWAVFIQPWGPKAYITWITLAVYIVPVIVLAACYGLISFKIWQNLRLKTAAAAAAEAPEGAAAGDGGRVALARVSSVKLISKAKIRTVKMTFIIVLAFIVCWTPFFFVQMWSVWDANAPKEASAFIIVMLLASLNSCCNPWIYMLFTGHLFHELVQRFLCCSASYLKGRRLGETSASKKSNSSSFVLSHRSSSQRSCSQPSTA
# V1R ag counter = counter-screen for oxytocin receptor agonists: human V1a receptor agonists; P37288; CHO-V1R cells, Fluo-8 calcium fluorescence, agonist mode; 0% DMSO, 100% 3 nM vasopressin; activation, % at 3 µM; actives 0.25% (n = 320,000); AID 2797;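 active = activation above the mean activation of all tested compounds plus 3 SD, per screening run, cut at about 20% in these data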;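 also: signal is peak over basal fluorescence ratio across a 100 second FLIPR read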
# CHRM1 agonist = human M1 muscarinic receptor agonism. P11229. CHO-K1 hM1, Fluo-8 calcium fluorescence, agonist mode; 0% DMSO, 100% acetylcholine EC100. actives 0.33% (n = 360,000). AID 588814. activation, % at 3 µM;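 active = activation above the run's mean compound activation plus 3 SD, cut at about 16% in these data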;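 also: peak over basal fluorescence ratio within a 140 s kinetic read after compound addition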
# Target sequence (P11229 whole entry, looked up): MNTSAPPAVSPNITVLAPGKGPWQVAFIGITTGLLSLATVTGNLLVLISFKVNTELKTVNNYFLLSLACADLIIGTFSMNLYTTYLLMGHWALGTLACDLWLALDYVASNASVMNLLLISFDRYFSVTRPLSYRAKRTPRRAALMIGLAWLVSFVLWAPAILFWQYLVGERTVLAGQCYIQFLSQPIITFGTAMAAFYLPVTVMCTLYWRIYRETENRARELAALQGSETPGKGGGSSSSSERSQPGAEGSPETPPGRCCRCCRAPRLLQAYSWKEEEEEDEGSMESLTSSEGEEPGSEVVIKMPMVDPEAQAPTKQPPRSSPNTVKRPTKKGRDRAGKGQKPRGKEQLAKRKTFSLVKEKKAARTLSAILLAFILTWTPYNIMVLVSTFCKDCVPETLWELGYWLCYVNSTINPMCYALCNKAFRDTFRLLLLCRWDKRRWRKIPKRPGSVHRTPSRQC
# TAAR1 antagonist = human TAAR1 antagonism. CHO RD-HGA16 TAAR1, Fluo-8 calcium fluorescence, antagonist. inhibition, % at 3 µM. actives 1.5% (n = 360,000). Q96RJ0;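 active = inhibition above a per-plate cutoff, the mean inhibition of test compounds on that plate plus 3 SD, cut at about 49% in these data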;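 also: 0% = DMSO plus EC80 beta-PEA response and 100% = DMSO alone without agonist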
#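 Test system: CHO RD-HGA16 cells bearing hTAAR1 | Reagent: β-PEA, EC80 | Compound dosing: 3 µM, single point | Schedule: Dye loading 75 min at 37 °C, then 30 min room temperature | Signal: Calcium fluorescence with Fluo-8 | Evaluation: Percent inhibition of PEA-evoked calcium signal, max/basal emission ratio | Control set: DMSO-only wells and EC80 β-PEA-stimulated wells | Repeats: Singlicate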
# M1 PAM = potentiates human M1 receptor response to acetylcholine. P11229. CHO-K1 hM1, Fluo-8 calcium fluorescence, ACh EC20; 0% = ACh EC20, 100% = maximal ACh. activation, % at 3 µM. actives 0.088% (n = 360,000). AID 588819; in the data active = activation above about 19%, passing the limit was not always enough
# CHO parental Ca = counter-screen: ATP calcium response change in parental CHO cells; parental CHO-K1, ATP-induced calcium, Fluo-8 fluorescence; inhibition, % at 5.6 µM; actives 0.63% (n = 330,000); AID 463079;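 active = inhibition above that plate's mean sample inhibition plus 3 SD, cut at about 26% in these data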;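 also: 0% = ATP-challenged DMSO wells and 100% = DMSO wells without ATP; some compounds past the cut are filed as inactive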
#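 Assay system – parental CHO cells · Reagent – ATP stimulus · Detection – intracellular calcium via Fluo-8 no-wash fluorescent dye · Evaluation – percent inhibition of ATP-evoked calcium rise, normalized to controls · Controls – ATP wells versus no-ATP DMSO wells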
# TAAR1 ag = agonists of human TAAR1. actives 0.99% (n = 360,000). Q96RJ0. activation, % at 3 µM. CHO RD-HGA16 TAAR1, Fluo-8 calcium fluorescence; vehicle wells 0%, saturating PEA agonist 100%;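 active = activation above the mean activation of all test compounds in the run plus 3 SD, cut at about 38% in these data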
#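 System: CHO-derived RD-HGA16 cells with stable Gα16 and human TAAR1 / Times: 17-24 h plating, Fluo-8 75 min 37 °C, 30 min RT / Technique: calcium-sensitive Fluo-8 signal, excitation 470-495, emission 515-575 nm / Measure: % activation relative to PEA EC100 response / Benchmarks: DMSO and PEA EC100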
# CHRM1 antagonist = antagonists of human M1 muscarinic receptor; CHO-K1 hM1, Fluo-8 calcium fluorescence, ACh EC80 antagonist; inhibition, % at 3 µM; actives 1.3% (n = 360,000); AID 588852;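 active = percent inhibition above its own plate's cutoff, namely the mean of that plate's compound wells plus 3 SD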;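 also: peak over basal fluorescence ratio during 140 s after agonist addition; 0% = ACh EC80 plus DMSO and 100% = DMSO alone without agonist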
# OXTR potentiator = potentiators of human oxytocin receptor; CHO-OTR cells, Fluo-8 calcium fluorescence, potentiator mode; 0% = oxytocin EC15, 100% = EC100; activation, % at 3 µM; P30559; actives 0.061% (n = 320,000);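 active = activation above that plate's cutoff, the mean activation of tested compounds plus 3 SD, cut at about 6.6% in these data, passing the limit was not always enough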;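 also: 100% uses oxytocin at 75 nM as the full agonist control; some results filed as inactive read as strong as hits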
#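 Assay system: CHO cell line stably expressing human OTR | Also added: Oxytocin at about EC15, sub-maximal agonist stimulus | Times: Compound 6 min at room temperature before oxytocin, 100 s read | Measured by: Fluo-8 intracellular calcium fluorescence, ex 470-495, em 515-575 nm | Controls: EC15 oxytocin alone as 0%, 75 nM oxytocin as 100%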
# Active calls of the source: *; nt = no result given.
SMILES,OXTR ag,V1R ag counter,CHRM1 agonist,TAAR1 antagonist,M1 PAM,CHO parental Ca,TAAR1 ag,CHRM1 antagonist,OXTR potentiator
O=C(CN1CCN(C(=O)c2cccc(S(=O)(=O)N3CCCC3)c2)CC1)Nc1ccccc1Cl,2.9,2.8,-2.4,-14.9,0.3,-17.6,11.6,-4.4,-1.8
C#CCCOC(=O)N1C2=NC(C(=O)OC)=C(C(=O)OC)[C@@H]3N(C)c4ccc(OC)cc4[C@]23C[C@H]1C(=O)OC,-0.8,1.1,1.6,-8.9,-2.8,-13.1,5.3,4.1,-3.6
O=[N+]([O-])c1ccc(/C=N/n2c(-c3ccccc3)n[nH]c2=S)cc1,-1.9,-0.7,-0.1,1.5,7.5,-13.6,-3.9,-19.8,-15.2
COc1ccccc1-c1nc(SCC(=O)N(C)c2ccccc2)c2c(=O)n(C)c(=O)n(C)c2n1,-0.3,-1.0,-2.2,7.5,6.3,-17.2,1.7,-6.2,-6.2
CCn1c(-c2ccncc2)n[nH]c1=S,-0.1,-0.2,-6.2,1.3,14.4,8.6,4.2,-3.3,-3.6
CCN(CC)C(=O)c1ccc(S(=O)(=O)Cc2ccc(C)cc2)c([N+](=O)[O-])c1,4.9,5.4,-4.1,-2.5,-4.2,-10.1,2.7,8.5,-7.1
C=CCNCc1ccccc1[N+](=O)[O-],-0.3,3.6,-8.7,-1.1,3.6,-4.4,8.6,-12.2,1.0
Cc1nnc2n1NC(c1ccc(Cl)cc1)C(C(=O)N1CCC(C)CC1)S2 (stereo not given),-0.5,-0.5,-0.9,-29.4,3.2,-10.9,-0.3,-3.6,1.0
CC1CCC2(CC1)NC(=O)N(CC(=O)Nc1ccc(N3CCCCC3)cc1)C2=O (stereo not given),nt,nt,-2.6,-25.2,1.2,nt,4.3,-0.4,nt
CCOC(=O)C1(Cc2cccc(OC)c2)CCN(CC(O)CO)CC1 (stereo not given),0.5,-0.3,-2.7,-18.0,5.7,-13.0,2.5,-12.3,0.0
COc1ccc(N(C(=O)c2ccccc2OC)C2C=CS(=O)(=O)C2)c(OC)c1 (stereo not given),-0.8,0.1,5.6,-6.5,1.4,-3.4,8.9,-26.0,4.6
COc1ccccc1CNC(=O)Cc1ccc(Br)cc1,-2.1,-0.5,-3.6,2.1,12.6,-18.9,-1.9,-12.9,-6.1
CCc1ccccc1OCC(=O)Nc1ccc(F)c(S(=O)(=O)N2CCOCC2)c1,nt,nt,-0.1,36.8,0.1,nt,10.6,0.0,nt
Cc1cccc(C(=O)/C=C2/c3ccccc3CC(C)(C)N2C)c1,-1.1,-1.2,-7.1,nt,-5.9,-20.9,nt,-3.9,-6.9
Cc1ccc2[nH]c(=O)c(COC(=O)C3CCCCC3)cc2c1,-1.3,-0.1,-2.6,-13.9,2.8,-20.5,0.8,-19.5,-7.4
CCOC(=O)c1cnc(C(F)(F)F)nc1Oc1ccccc1,-2.2,-0.5,-8.2,-8.7,-4.2,-7.1,-1.4,-1.3,-10.7
CCCCn1c(N)c(N(CCOC)C(=O)CN(C)S(=O)(=O)c2ccc(C)cc2)c(=O)[nH]c1=O,-1.1,-0.9,-0.9,-30.4,9.2,7.8,2.0,-25.8,-8.0
CN(CC(=O)Nc1ccccc1Cl)C(=O)CSc1nnc(N)s1,0.9,1.3,-2.4,-25.8,4.8,-9.4,3.3,-3.7,-1.5
COc1ccc(Cl)cc1N(CC(=O)Nc1ccccc1C(=O)N1CCCC1)S(C)(=O)=O,-0.3,-0.5,-3.0,-7.2,5.6,-4.2,1.0,3.7,-5.5
COc1ccc(Cc2nc3ccccc3n2C)cc1,0.6,-0.7,-7.2,-14.1,2.8,-6.5,-0.4,2.1,-7.6
COc1ccc2c(/C=N/Nc3ccc(C(=O)O)cc3)c[nH]c2c1,1.3,1.0,-2.6,2.7,-3.1,2.0,3.4,-1.4,-12.4
Cc1ccc(C(=O)NC2CCCc3ccccc32)o1 (stereo not given),-1.3,-0.7,-6.9,4.9,-2.1,-22.9,-1.6,-0.1,-10.4
COc1cc(C(C)=O)ccc1COc1ccc(C(=O)OCC(=O)NC(C)(C)C)cc1OC,3.0,3.3,-4.1,31.6,1.2,-16.8,9.8,0.6,-9.1
CCN1C(=O)[C@H]2[C@@H](c3ccc(C)cc3)N3C(=O)N(c4ccccc4)C(=O)[C@@]3(CC)[C@H]2C1=O,1.3,-0.3,3.2,1.4,11.8,-11.9,7.2,-18.1,0.3
COCCCN1C(=O)C(=O)/C(=C(/O)c2ccc(S(=O)(=O)N3CCOCC3)cc2)C1c1ccc(C(C)C)cc1 (stereo not given),0.1,0.9,-2.6,-15.3,1.2,-0.9,2.2,2.1,-2.3
CCc1nnc(NC(=O)CN2CCOCC2)s1,-1.1,0.7,-2.7,-9.2,8.5,-11.6,2.5,-3.5,-3.0
Cc1cc(S(=O)(=O)N2CCOCC2)ccc1OCC(=O)Nc1ccc(Br)cc1F,0.6,1.5,-2.5,8.2,-1.4,-0.2,1.2,-0.1,-1.2
C(=N/Nc1nccs1)/c1cccnc1,-0.4,-0.3,-5.9,-14.1,4.0,-12.5,6.2,-7.7,-12.6
N#CCNC(=O)C1CC(=O)N(CCc2ccc(F)cc2)C1 (stereo not given),0.9,1.0,-2.9,-7.7,6.5,-5.8,3.8,-10.8,-2.3
N#C/C(=N\Nc1ccc(Cl)c(Cl)c1)C(=O)C1CC1,11.9,9.9,7.4,-27.2,-7.5,25.3,8.0,5.3,-22.0
O=C(N/N=C\c1ccc(Cl)s1)c1ccc(Cn2cccn2)o1,0.0,0.4,-4.1,-6.5,2.8,-9.5,4.3,-10.9,-2.9
CCOC(=O)c1ccc(CNCc2ccc(C)cc2)cc1,0.1,1.6,-10.5,7.0,-24.3,-11.0,5.3,66.3*,-5.2
COc1ccccc1NC(=O)c1c(C)nc2ccccc2c1C(=O)O,0.6,0.2,-0.8,-2.2,0.6,-1.9,-1.2,-14.8,-1.6
COc1cc(C(=O)Nc2nnc(C(F)(F)F)s2)c([N+](=O)[O-])cc1OC,0.0,0.0,-2.4,-21.5,0.4,-5.7,5.9,2.2,0.1
O=C(NCc1cccc(C(F)(F)F)c1)c1ccc2nc([C@H]3C[C@H](O)[C@@H](CO)O3)[nH]c2c1,nt,nt,-0.7,-9.1,4.4,nt,-0.5,-5.9,nt
CN(C)c1ccc(CNC(=O)C2(C)Cc3c(-c4ccc(N(C)C)cc4)ccnc3O2)cc1 (stereo not given),nt,nt,-4.7,-19.9,-1.2,nt,-0.5,3.4,nt

# 3 of the compounds above, with values under each structure.
# Below each SMILES – OXTR ag, V1R ag counter, CHRM1 agonist, TAAR1 antagonist, M1 PAM, CHO parental Ca, TAAR1 ag, CHRM1 antagonist, OXTR potentiator
Cc1nnc2n1NC(c1ccc(Cl)cc1)C(C(=O)N1CCC(C)CC1)S2 (stereo not given)
 : -0.5, -0.5, -0.9, -29.4, 3.2, -10.9, -0.3, -3.6, 1.0
CC1CCC2(CC1)NC(=O)N(CC(=O)Nc1ccc(N3CCCCC3)cc1)C2=O (stereo not given)
 : nt, nt, -2.6, -25.2, 1.2, nt, 4.3, -0.4, nt
CCOC(=O)C1(Cc2cccc(OC)c2)CCN(CC(O)CO)CC1 (stereo not given)
 : 0.5, -0.3, -2.7, -18.0, 5.7, -13.0, 2.5, -12.3, 0.0

# (continued)
SMILES,OXTR ag,V1R ag counter,CHRM1 agonist,TAAR1 antagonist,M1 PAM,CHO parental Ca,TAAR1 ag,CHRM1 antagonist,OXTR potentiator
Cc1cc2c(n1-c1ccc(Cl)cc1)CC(C)(C)CC2=O,-1.3,-0.7,-11.4,-0.5,3.3,-9.9,3.3,-10.8,6.1
C[C@@H]1CN([C@@H](C)CO)C(=O)c2cc(C#Cc3ccccc3)cnc2O[C@@H]1CN(C)Cc1ccccn1,nt,nt,-6.6,5.6,-0.9,nt,2.4,5.1,nt
O=C1c2ccccc2-c2cccc(C(=O)N3CCN(C(=O)c4ccccc4)CC3)c21,-0.9,-1.5,-5.3,0.1,8.9,-17.5,-1.2,-12.2,-2.7
O=C(CCc1ccccc1)NNC(=O)C1CCCCC1,0.4,0.8,-2.5,12.5,9.1,-4.2,3.1,-11.4,-2.8
CC(=O)c1cccc(NC(=O)c2ccc(N(C)S(C)(=O)=O)cc2)c1,3.1,1.3,14.8,7.0,9.8,-0.3,3.7,-22.8,-2.5
CCCCC1=CC2=C(c3ccco3)C(=O)C(C)(OC(=O)c3ccc(OC)cc3)C(=O)C2=CN1C(CO)CO (stereo not given),1.2,0.2,1.1,1.1,16.5,-12.9,4.1,-5.7,3.5
OCCN(Cc1ccccc1)Cc1ccc(F)c(F)c1,-0.2,-0.9,-8.5,nt,-2.1,-5.0,nt,-3.7,-3.7
Cc1ccc(SCCC(=O)Nc2nccs2)cc1,-1.3,-1.3,-3.1,-7.7,10.7,-10.4,0.4,-16.4,-10.3
COC(=O)c1ccccc1NC(=O)c1ccccc1SC,-2.3,-2.1,-0.1,-6.4,-1.9,-35.4,0.4,10.5,-3.6
COc1ccc(OC(=O)c2cccc(S(=O)(=O)N3CC(C)OC(C)C3)c2)cc1 (stereo not given),1.7,3.5,-0.5,-13.8,-0.4,-12.2,2.7,4.8,-4.8
CCOC(=O)c1c(NC(=O)c2ccccc2N(C)S(=O)(=O)c2ccccc2)sc2c1CCCC2,-1.3,0.5,-5.6,-20.7,0.3,8.1,3.5,0.3,-5.5
Cc1ccc(-c2c[n+](CC(=O)Nc3cc(=O)n(C)c(=O)n3C)c3n2CCC3)cc1,-0.5,-0.6,-8.2,-20.7,3.9,0.4,1.1,1.3,-3.5
CCCC(=O)Nc1cc2c3c(c1)C(C)C(=O)N3CCC2 (stereo not given),0.3,0.9,-1.6,-16.6,7.6,-9.5,2.4,-12.8,-3.9
CCc1ccc(OCCNC(=O)c2cc(SC)ccc2Cl)cc1,-1.3,-0.7,-6.4,4.8,4.6,-11.8,2.5,-4.6,2.7
CN(CC(=O)NNC(=O)Cc1ccccc1F)S(=O)(=O)c1ccc(Cl)cc1,-0.1,-1.0,-1.5,6.7,-2.6,-6.5,1.2,8.4,-10.1
CCc1ccccc1OCC(=O)OCC(=O)c1c(N)n(C)c(=O)n(C)c1=O,2.7,1.7,-9.0,0.5,-1.9,6.8,3.7,-5.5,-11.1
Cc1ccc([N+](=O)[O-])cc1N=Cc1ccc(Br)s1,-0.3,-0.4,-2.7,4.8,-3.0,2.0,7.5,11.4,-10.1
Cc1ccc(NC(=O)C(=O)NCCc2c[nH]c3ccccc23)cc1C,2.6,3.1,-0.8,12.5,0.2,-13.6,-0.2,-5.0,-7.0
